Source: PubChem BioAssay (several laboratories)
DSG3 Ab inh – inhibitors of pemphigus antibody binding to human desmoglein-3. P32926. DSG3-coupled beads, scFv-anti-DSG3-GFP binding, flow cytometry; stronger effect = lower value. binding (percent of control), % at 10 µM. 310,000 tested, 0.48% active;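 active = binding more than 3 SD below its plate's average and above zero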;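 note: hits lower antibody fragment binding to DSG3; some compounds called inactive have numbers as strong as hits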
HTR5A ag – HTR5A agonism, opioid heterodimer counter-screen; HTR5A agonist assay, luminescence, cell-based; activation, % at 9.3 µM; 340,000 tested, 0.61% active; AID 504692; in the data active = activation mostly above about 9.5%, no sharp cut-off; inactive = mostly below about 7.6%;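 note: 0% = cells with vehicle only and 100% = reference agonist; strong numbers were not always called active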
Target sequence (P47898 whole entry, looked up): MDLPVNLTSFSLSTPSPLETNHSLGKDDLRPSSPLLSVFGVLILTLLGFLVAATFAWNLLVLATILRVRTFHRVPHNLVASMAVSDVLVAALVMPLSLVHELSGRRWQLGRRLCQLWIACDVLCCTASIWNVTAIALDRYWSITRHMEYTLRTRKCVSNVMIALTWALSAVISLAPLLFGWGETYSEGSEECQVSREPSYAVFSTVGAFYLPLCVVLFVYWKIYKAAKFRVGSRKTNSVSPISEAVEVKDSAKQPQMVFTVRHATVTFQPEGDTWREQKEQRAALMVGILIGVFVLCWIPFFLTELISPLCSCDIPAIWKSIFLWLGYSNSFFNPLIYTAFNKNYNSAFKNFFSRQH
AddAB inh – less growth of phage-infected E. coli with AddAB; E. coli expressing H. pylori AddAB, absorbance growth; inhibition, % at 11.9 µM; 330,000 tested, 0.29% active; in the data active = inhibition above about 12%;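 note: 0% = vehicle wells of infected cells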
PKA-R1A activ – activates the PKA-R1A holoenzyme complex; 340,000 tested, 0.083% active; P00514+P68181; activation, % at 11.4 µM; AID 504707; PKA-R1A dissociation, Cy5-IP20 fluorescence polarization; scaled: DMSO 0%, 113 µM cGMP 100%;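 active = percent activation above the mean of all tested compounds plus 3 SD, cut at about 19% in these data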;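 note: higher means more PKAc released from R1A so a rise in polarization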
MOR-DOR inv ag – inverse agonist of human OPRM1-OPRD1 heterodimerization; cell-based MOR-DOR heterodimer luminescence, inverse agonism; inhibition, % at 9.3 µM; AID 504357; P35372+P41143; 340,000 tested, 0.21% active; in the data active = inhibition above about 22%, passing the limit was not always enough;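 note: 0% = cells with DMSO and 100% = wells without cells with DMSO; values of inactives mirror those of a sister screen read the other way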
phage Ecoli inh – E. coli growth loss with phage present. inhibition, % at 11.9 µM. growth absorbance. 360,000 tested, 0.26% active; in the data active = inhibition above about 11%
PfHsp90 yeast 2 – growth inhibition of yeast expressing Plasmodium Hsp90; 310,000 tested, 0.32% active; S. cerevisiae expressing PfHsp90, BacTiter-Glo ATP, 48 h; yeast lacking PDR1 and PDR3 efflux regulators; inhibition, % at 9.4 µM;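 active = every replicate shows inhibition above about 80%, whatever the replicate mean, limit read from the data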;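 note: 0% = DMSO neutral controls and 100% = 20 µM radicicol positive controls; yeast relying on Plasmodium falciparum Hsp90 in place of its own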
Ecoli viability – counter-screen for AddAB inhibitors: E. coli growth inhibition | E. coli V3065 growth, OD600 absorbance, 18 h | inhibition, % at 11.9 µM | 330,000 tested, 0.27% active;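 active = inhibition above the campaign's mean inhibition across all tested compounds plus 3 SD, cut at about 9.9% in these data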;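 note: uninfected addAB+ strain grown without phage in ampicillin broth; 0% = DMSO wells and 100% = ciprofloxacin 0.95 µg/ml wells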
HTR5A inv ctr – counter-screen for OPRM1-OPRD1 inverse agonists: human HTR5A inverse agonism; P47898; HTR5A cell line, luminescence; inhibition, % at 9.3 µM; 340,000 tested, 0.083% active; in the data active = inhibition mostly above about 23%, no sharp cut-off; inactive = mostly below about 18%;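 note: 0% = cells with DMSO and 100% = no-cell wells with DMSO; some compounds called inactive have numbers as strong as hits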
Mot1-301 SUMO – SUMOylation pathway inhibition by Mot1-301 growth rescue | S. cerevisiae Mot1-301 growth rescue, ATP luminescence, 38.5C; percent above DMSO median, 100 means doubled | growth rescue, % at 18.8 µM | 320,000 tested, 1% active;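 active = every valid replicate shows activation above 250% relative to neutral control wells; inactive = the rest, any valid replicate at or below 250%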;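 note: OY570 slx delta 5 strain wells were the positive control but not used for scaling; some compounds called inactive have numbers as strong as hits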
OPRM1-OPRD1 ag – agonists of human mu-delta opioid receptor heterodimerization | cells, OPRM1-OPRD1 heterodimerization, luminescence | activation, % at 9.3 µM | 340,000 tested, 0.3% active; in the data active = activation above about 18%;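 note: 0% = vehicle-treated cells and 100% = reference agonist; values of inactives mirror those of a sister screen read the other way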
Active calls of the source: *; . = no result given.

SMILES	DSG3 Ab inh	HTR5A ag	AddAB inh	PKA-R1A activ	MOR-DOR inv ag	phage Ecoli inh	PfHsp90 yeast 2	Ecoli viability	HTR5A inv ctr	Mot1-301 SUMO	OPRM1-OPRD1 ag
CCN(CC)CCOC(=O)c1ccc(NC(=O)c2cccc(C)c2[N+](=O)[O-])cc1	99	5	4.5	-5	16	1.8	14	0.4	17	0	-3.4
O=C(Nc1nnc(SCC(=O)N2CCCCC2)s1)c1ccccc1F	101	6	4.4	10	-2	-0.9	-7	1.4	-17	2	0.4
Cc1cccc(NC(=O)CN2C(=O)CCSc3ccc(S(=O)(=O)N4CCOCC4)cc32)c1C	.	3	2.9	4	9	1.7	-2	-2.0	6	-3	-1.6
Cn1c(Cn2c(=O)sc3ccccc32)nnc1SCC(=O)NCc1ccccc1Cl	105	-1	2.1	-17	9	2.4	.	-0.2	2	-10	-1.8
O=C1CCc2cc(S(=O)(=O)N3CCCC3C(=O)NC3CCCCCCC3)ccc2N1 (centres undefined)	101	3	4.9	-1	4	1.6	-7	0.4	-55	5	-0.7
CCC(C)(C(=O)Nc1ccc(OC)cc1)N(C)C(=O)Cn1nnnc1N (centres undefined)	.	-3	1.6	2	-13	0.4	-2	-1.3	-1	5	2.0
COc1cccc(C(=O)N2CCN=C2SCc2cccnc2)c1OC	108	2	1.7	-2	17	3.6	13	-0.4	-5	17	-3.4
Cc1ccc(-c2nnn(CC(=O)NC3CC4CCC3C4)n2)cc1 (centres undefined)	95	2	-0.8	-7	-4	5.6	9	-0.6	2	0	0.7
O=C(CNC(=O)c1ccco1)N/N=C/c1cc(Br)ccc1O	99	6	1.5	2	11	-0.9	18	-0.8	-18	17	-1.4
CC[C@H](C)Cc1cn([C@@H](CCCCN)C(=O)NCCCCCCCCCCC(=O)N2CCNCC2)nn1	204	-3	-0.3	-9	6	2.8	-12	-0.6	-16	6	-1.0
CC(=O)N1N=C(c2cccs2)CC1c1ccc(C)o1 (centres undefined)	92	-5	0.4	0	-1	4.9	15	-0.9	13	181	0.1
Cc1cc(/C=C2\SC(=S)NC2=O)c(C)n1-c1ccccc1	107	.	-1.6	.	.	-0.3	.	1.5	.	100	.
CNC(=O)/C=C/c1cccc(C(F)(F)F)c1	98	1	2.0	-1	-1	4.7	-21	0.9	-3	-6	0.2
Cn1nnc(NC(=S)NC(=O)/C=C/c2ccco2)n1	104	1	1.9	-9	4	-1.8	6	0.7	-22	-26	-0.8
CCOC(=O)C1=C(C)NC(SCC(=O)Nc2cc(C)on2)=C(C#N)C1c1cccs1 (centres undefined)	117	11	2.3	2	-4	-0.1	10	1.9	2	0	0.7
O=C(c1cc(-c2ccccc2)nn1-c1ccccc1)N1CCN(S(=O)(=O)c2cccc(F)c2)CC1	104	5	0.0	-7	3	2.6	35	0.3	-7	-3	-0.6
Cc1ccc(C(=O)COC(=O)c2nc3nccc(C)n3n2)c(C)c1	114	4	0.4	-3	21	2.1	-10	-1.9	-13	12	-5.5
CCOC(=O)c1c(S(=O)(=O)N2CCN(c3ccc(C(C)=O)cc3)CC2)c(C)n(C)c1C	.	2	3.0	-10	5	1.6	13	-1.5	-6	-10	-0.9
Cc1ccc(N(CC(=O)Nc2cccc(Cl)c2C)S(C)(=O)=O)cc1	101	3	0.8	0	12	4.5	-15	0.3	-11	11	-2.6
CC(C)(C)C(=O)NC(=S)NCCc1ccccc1	98	-1	-0.4	-2	8	3.6	13	-0.6	17	0	-1.3
COCCC(=O)NC1CCCc2c1cnn2-c1cccc(C)c1C (centres undefined)	97	-2	-0.9	-8	26	1.8	-11	0.1	9	8	-5.5
O=C1Nc2ccccc2C1=Nc1ccc(F)cc1	102	-3	2.0	-9	59*	.	3	0.2	11	9	-11
COc1ccc(-n2c(SCC(=O)NCC3CCCO3)nc3n[nH]c(C)c3c2=N)cc1 (centres undefined)	98	2	4.4	-7	9	2.6	12	-2.8	-26	-7	-2.0
O=C(NCCCN1CCOCC1)c1ccc2c(=O)n(CCc3ccccc3)c(=O)[nH]c2c1	.	-3	-4.3	9	9	2.2	12	-3.7	-9	17	-1.4
Cc1cnc(C(=O)Nc2ccc3c(c2)CCC3)cn1	102	6	0.5	4	-8	3.2	6	-1.1	-12	4	1.4
Cc1cccc(CNC(=O)c2ccc3c(c2)N(C)CCS3)c1	102	0	0.0	0	8	3.4	10	-3.2	1	114	-1.3
COC(=O)c1ccc(-c2ccco2)n1Cc1cc(C)ccc1C	.	-4	-0.2	-6	-3	2.9	.	0.4	10	-17	0.5
COc1ccc(OC(C)C(=O)NC2CC(C)(C)NC(C)(C)C2)cc1 (centres undefined)	102	4	0.7	-6	-6	-0.1	-2	-1.4	16	-3	1.1
Cc1cccc(NC(=S)N2CCN(C(=O)c3ccco3)CC2)c1	109	0	1.8	-3	9	0.6	-10	1.4	-3	16	-2.8
CC1Cc2ccccc2N1S(=O)(=O)c1cccc(C(=O)NCCCn2ccnc2)c1 (centres undefined)	102	-2	1.4	-8	15	0.9	-6	-2.1	6	39	-2.7

MOR-DOR inv ag: hit marks shown above.
compound | DSG3 Ab inh | AddAB inh | PKA-R1A activ | MOR-DOR inv ag | phage Ecoli inh | Mot1-301 SUMO | OPRM1-OPRD1 ag
O=C1Nc2ccccc2C1=Nc1ccc(F)cc1 | 102 | 2.0 | -9 | 59* | . | 9 | -11

Next part:
SMILES	DSG3 Ab inh	HTR5A ag	AddAB inh	PKA-R1A activ	MOR-DOR inv ag	phage Ecoli inh	PfHsp90 yeast 2	Ecoli viability	HTR5A inv ctr	Mot1-301 SUMO	OPRM1-OPRD1 ag
Cc1ccsc1C(=O)OCC(=O)Nc1nnc(-c2ccccc2)o1	114	0	-0.8	2	0	-4.1	.	-7.0	16	196	0.0
CC(Sc1nnc(NC2CC2)s1)C(=O)Nc1ccc(N2CCOCC2)cc1 (centres undefined)	100	2	.	4	12	-1.3	24	.	-6	.	-2.3
CCn1c(C)c(C(C)=O)c(N2CCN(c3ccc(OC)cc3)CC2)nc1=S	146	-3	-1.0	-1	3	5.0	-8	-1.6	8	-10	-0.5
CCn1cc(NC(=O)Nc2ccccc2C(=O)OC)c(C(N)=O)n1	96	-3	0.7	-13	5	0.1	10	-0.5	-1	-21	-0.9
O=C(NCc1ccccc1)C1CCCN1S(=O)(=O)c1ccc(Cl)cc1 (centres undefined)	115	2	-0.2	7	-2	1.3	-11	-0.6	-8	-7	0.4
CCOC(=O)C1CCCN(S(=O)(=O)c2cc3c4c(c2)CCC(=O)N4CCC3)C1 (centres undefined)	102	3	-0.4	-15	3	-0.9	6	-1.6	-10	1	-0.4
CCCCc1ccc(NC(=S)Nc2ccc(Nc3ccc(OC)cc3)cc2)cc1	101	3	5.1	-16	-17	5.6	-3	-0.1	-11	180	3.3
NC(=O)c1sc2nc(-c3ccccc3)c3c(c2c1N)CCCC3	103	0	-1.4	-10	20	3.3	-12	0.8	36	13	-4.0
O=C(NC1=NCCS1)c1ccc(Cl)c(Cl)c1	101	2	1.8	-7	0	2.0	6	1.7	19	-5	-0.1
COc1ccc(C2CC(c3cccs3)=NN2C(=O)CCC(=O)O)cc1OC (centres undefined)	106	2	4.9	-6	-2	0.6	-4	3.0	-7	-3	0.5
O=C(COc1ccccc1)NC(Cc1c[nH]c2ccccc12)C(=O)O (centres undefined)	99	6	1.0	-6	12	4.2	-24	-0.9	5	-22	-2.3
Cc1[nH]nc2c1C(c1ccccc1F)CC(=O)N2 (centres undefined)	.	-1	2.5	5	0	1.2	65	0.5	-9	-1	0.1
C[C@H](CO)N1C[C@H](C)[C@@H](CN(C)Cc2ccc(-c3ccccc3)cc2)Oc2c(NS(=O)(=O)c3cccs3)cccc2C1=O	100	4	0.6	-4	-8	-0.1	-22	-0.5	4	-5	1.3
O=Cc1ccc(-c2ccccc2C(=O)O)o1	104	4	3.1	-6	-13	4.1	-3	1.3	-11	-17	2.2
Cc1cc(C(=O)COC(=O)c2ccc(NC(=O)CC#N)cc2)c(C)n1CCc1ccc(F)cc1	.	3	-1.6	1	7	3.3	24	-2.8	-21	7	-2.0

Single records, as listed above.
C[C@H](CO)N1C[C@H](C)[C@@H](CN(C)Cc2ccc(-c3ccccc3)cc2)Oc2c(NS(=O)(=O)c3cccs3)cccc2C1=O reads DSG3 Ab inh: 100; HTR5A ag: 4; AddAB inh: 0.6; PKA-R1A activ: -4; MOR-DOR inv ag: -8; phage Ecoli inh: -0.1; PfHsp90 yeast 2: -22; Ecoli viability: -0.5; HTR5A inv ctr: 4; Mot1-301 SUMO: -5; OPRM1-OPRD1 ag: 1.3
O=C(NCc1ccccc1)C1CCCN1S(=O)(=O)c1ccc(Cl)cc1 (centres undefined) reads DSG3 Ab inh: 115; HTR5A ag: 2; AddAB inh: -0.2; PKA-R1A activ: 7; MOR-DOR inv ag: -2; phage Ecoli inh: 1.3; PfHsp90 yeast 2: -11; Ecoli viability: -0.6; HTR5A inv ctr: -8; Mot1-301 SUMO: -7; OPRM1-OPRD1 ag: 0.4
CCOC(=O)C1CCCN(S(=O)(=O)c2cc3c4c(c2)CCC(=O)N4CCC3)C1 (centres undefined) reads DSG3 Ab inh: 102; HTR5A ag: 3; AddAB inh: -0.4; PKA-R1A activ: -15; MOR-DOR inv ag: 3; phage Ecoli inh: -0.9; PfHsp90 yeast 2: 6; Ecoli viability: -1.6; HTR5A inv ctr: -10; Mot1-301 SUMO: 1; OPRM1-OPRD1 ag: -0.4

Further structures follow.
SMILES	DSG3 Ab inh	HTR5A ag	AddAB inh	PKA-R1A activ	MOR-DOR inv ag	phage Ecoli inh	PfHsp90 yeast 2	Ecoli viability	HTR5A inv ctr	Mot1-301 SUMO	OPRM1-OPRD1 ag
COc1ccc(N(CC(=O)N2CCCC2)S(C)(=O)=O)cc1	104	0	1.8	-5	-4	3.2	5	-0.5	8	-21	0.8
O=C(NCCCN1CCOCC1)c1cc(-c2ccc(Br)cc2)nc2ccccc12	106	0	-0.4	0	8	6.9	.	1.8	16	-5	-1.2
O=C(c1ccc(Br)o1)N(c1ccccn1)C1CCCCC1	101	3	3.3	-10	3	4.0	25	1.0	-3	-6	-0.6
CSc1nnc(-c2ccc(O)cc2)n1C	104	3	1.9	4	6	3.3	6	2.6	-29	-11	-1.1
CCOC(=O)Cn1c(=O)oc2cc(S(=O)(=O)N3CCN(c4ccccn4)CC3)ccc21	98	6	2.7	-4	7	2.8	18	0.7	-18	-6	-1.2
Cn1c(SCc2cccc3ccccc23)nnc1-c1ccco1	103	8	-2.1	-6	11	1.0	33	-2.2	-20	15	-2.2
CC(=O)Nc1cccc(C(=O)OCc2ccc([N+](=O)[O-])cc2)c1	88	1	0.8	5	11	1.2	16	0.4	-18	-3	-1.7
COc1cc2nc(Nc3ccc(C)c(Cl)c3)nc(N)c2cc1OC	108	7	1.0	-3	-36	3.3	17	0.6	-26	-3	6.5
O=C(COC(=O)CNS(=O)(=O)c1ccc(Br)cc1Cl)NCCc1ccccc1	103	0	2.7	1	6	1.3	-8	-0.2	-20	-2	-1.1
CCc1cccc(NC(=O)Cn2cccc2)c1	101	1	1.1	-4	-9	2.7	.	0.3	-7	-3	1.8
COc1cc(/C=N/N2C(=O)CSC2=S)cc(Br)c1O	116	-4	.	7	-2	6.4	.	.	-6	.	0.4
